Bioassay records deposited in PubChem BioAssay by National Center for Advancing Translational Sciences (NCATS).
BAZ2B block – BAZ2B (human) inhibition; Q9UIF8; AlphaScreen BAZ2B-H3K14Ac peptide displacement; Potency, µM (doses to about 114 µM), for the others: at the top dose activity change, negative = inhibition, usual class: inhibitors; 360,000 compounds, 4.4% hits; AID 504333; further: potency means the concentration at half of the fitted maximal effect; on the % scale 0 is the no-effect control and ±100 the full control effect; nearly all actives have a fitted effect of over 60% in size
Target sequence (Q9UIF8 whole entry, looked up): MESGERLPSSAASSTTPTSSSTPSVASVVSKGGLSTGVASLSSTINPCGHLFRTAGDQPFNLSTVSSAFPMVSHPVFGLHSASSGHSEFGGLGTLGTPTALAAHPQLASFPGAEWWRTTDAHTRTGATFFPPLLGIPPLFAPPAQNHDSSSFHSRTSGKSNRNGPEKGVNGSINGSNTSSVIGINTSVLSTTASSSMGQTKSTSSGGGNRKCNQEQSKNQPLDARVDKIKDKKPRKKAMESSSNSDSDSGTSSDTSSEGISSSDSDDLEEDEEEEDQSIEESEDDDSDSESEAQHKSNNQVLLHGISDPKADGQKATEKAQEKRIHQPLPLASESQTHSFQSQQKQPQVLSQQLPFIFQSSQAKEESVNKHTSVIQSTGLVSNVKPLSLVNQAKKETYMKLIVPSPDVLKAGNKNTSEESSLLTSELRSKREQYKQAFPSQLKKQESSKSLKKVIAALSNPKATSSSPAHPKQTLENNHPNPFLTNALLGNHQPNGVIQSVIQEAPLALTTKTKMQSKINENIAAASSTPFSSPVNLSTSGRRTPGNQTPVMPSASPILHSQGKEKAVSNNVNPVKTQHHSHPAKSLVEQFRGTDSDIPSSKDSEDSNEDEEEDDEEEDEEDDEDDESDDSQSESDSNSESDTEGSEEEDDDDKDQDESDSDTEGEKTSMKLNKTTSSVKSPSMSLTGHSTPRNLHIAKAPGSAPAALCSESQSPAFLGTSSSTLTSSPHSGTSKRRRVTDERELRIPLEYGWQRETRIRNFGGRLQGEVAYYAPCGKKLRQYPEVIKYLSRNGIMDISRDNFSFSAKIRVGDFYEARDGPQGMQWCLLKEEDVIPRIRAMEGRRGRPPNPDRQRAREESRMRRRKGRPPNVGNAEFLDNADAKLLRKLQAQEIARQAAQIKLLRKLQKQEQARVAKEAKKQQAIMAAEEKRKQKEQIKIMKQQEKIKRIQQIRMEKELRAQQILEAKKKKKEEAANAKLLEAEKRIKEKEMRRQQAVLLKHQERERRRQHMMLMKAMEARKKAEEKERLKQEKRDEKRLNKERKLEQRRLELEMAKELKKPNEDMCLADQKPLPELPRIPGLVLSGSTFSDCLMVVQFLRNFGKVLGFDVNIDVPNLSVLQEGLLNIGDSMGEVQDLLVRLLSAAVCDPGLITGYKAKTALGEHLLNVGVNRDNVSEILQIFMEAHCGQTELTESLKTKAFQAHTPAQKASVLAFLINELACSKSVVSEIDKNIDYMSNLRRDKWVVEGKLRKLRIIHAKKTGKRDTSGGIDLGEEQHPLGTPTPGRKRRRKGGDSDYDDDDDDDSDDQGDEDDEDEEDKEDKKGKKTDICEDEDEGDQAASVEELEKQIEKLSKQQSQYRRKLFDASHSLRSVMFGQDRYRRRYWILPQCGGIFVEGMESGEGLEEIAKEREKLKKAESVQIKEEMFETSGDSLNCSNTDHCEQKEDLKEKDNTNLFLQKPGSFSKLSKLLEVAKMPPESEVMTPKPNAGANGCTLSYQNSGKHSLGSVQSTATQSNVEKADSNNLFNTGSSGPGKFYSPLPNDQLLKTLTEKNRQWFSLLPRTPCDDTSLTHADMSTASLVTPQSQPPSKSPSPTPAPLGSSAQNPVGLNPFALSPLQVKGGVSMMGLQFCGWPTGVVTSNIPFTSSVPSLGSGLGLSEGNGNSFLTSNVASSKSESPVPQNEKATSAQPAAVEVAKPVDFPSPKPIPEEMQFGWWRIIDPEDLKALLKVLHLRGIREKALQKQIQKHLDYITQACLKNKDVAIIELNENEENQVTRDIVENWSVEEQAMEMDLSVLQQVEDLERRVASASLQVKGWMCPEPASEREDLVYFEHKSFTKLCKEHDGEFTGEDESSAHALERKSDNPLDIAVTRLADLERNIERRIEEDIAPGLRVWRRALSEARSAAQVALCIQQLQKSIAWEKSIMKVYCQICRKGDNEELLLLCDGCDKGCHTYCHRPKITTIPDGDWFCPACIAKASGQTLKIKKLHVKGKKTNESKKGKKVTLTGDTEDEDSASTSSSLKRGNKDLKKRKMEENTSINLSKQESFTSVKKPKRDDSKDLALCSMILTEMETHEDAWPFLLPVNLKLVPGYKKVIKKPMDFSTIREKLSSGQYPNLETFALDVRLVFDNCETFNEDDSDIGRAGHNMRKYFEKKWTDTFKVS
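Compounds, titrated to a top concentration of 110 uM, were incubated 30 min at room temperature with preformed BAZ2B/acetyl-K14 H3 peptide complex (50 nM each). Proximity signal was measured by AlphaScreen after 20 min with beads.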
HP1b chromo inh – blocks HP1-beta chromodomain binding to methylated histone tails; 390,000 compounds, 0.56% hits; Potency, µM (highest dose often 114 µM), for inactives: at the top dose activity change, negative = inhibition, usual class: inhibitors; P83916; AlphaScreen HP1-beta / biotin-H3K9me3 peptide binding; further: potency means the concentration at half of the fitted maximal effect; nearly all actives have a fitted effect of over 70% in size; inactives centre near 23
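AlphaScreen: HP1-beta (50 nM) preformed 30 min with biotin-H3(1-18)K9me3 peptide (50 nM) in PBS pH 7.4, 0.01% Tween-20. Compound added for 30 min at RT, then streptavidin donor/nickel chelate acceptor beads (10 ug/mL) for 30 min.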
PGK inhibitor – blocks T. brucei phosphoglycerate kinase; P07378; PGK/GAPDH coupled, Kinase-Glo luminescence, 60 min; Potency, µM (top dose mostly 57.5 µM), inactives show at the highest dose activity change, negative = inhibition, hits mostly inhibitors; 380,000 compounds, 0.043% hits; further: potency means the concentration at half of the fitted maximal effect; on the % scale 0 is the no-effect control and ±100 the full control effect; nearly all actives have a fitted effect of over 60% in size
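Luminescent ATP detection (Kinase-Glo Plus) follows a 60-minute room-temperature incubation, with wells lacking PGK as controls. Buffer: 100 mM TEA (pH 7.6), 5 mM MgCl2, 0.01% Tween-20. Coupling enzyme GAPDH (100 nM final) supplies unstable 1,3-BPG in-well.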
JMJD2A Tudor – inhibitors of human JMJD2A Tudor domain; O75164; AID 504339; Potency, µM (titrated, usually from 114 µM), for the others: at the top dose activity change, negative = inhibition, most hits filed as inhibitors; AlphaScreen JMJD2A-Tudor / H3K4me3 peptide binding; 390,000 compounds, 4.4% hits; further: potency means the concentration at half of the fitted maximal effect; on the % scale 0 is the no-effect control and ±100 the full control effect; nearly all actives have a fitted effect of over 50% in size
G9a inh – blocks human histone lysine methyltransferase G9a; Q96KQ7; G9a H3K9 monomethylation, AlphaScreen, 2 h; Potency, µM (doses to about 102 µM), inactives show at the highest dose activity, negative = inhibition, hits mostly inhibitors; 350,000 compounds, 8.8% hits; further: potency means the concentration at half of the fitted maximal effect; on the % scale 0 is the no-effect control and ±100 the full control effect; nearly all actives have a fitted effect of over 75% in size
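AlphaScreen detection with an anti-monomethyl H3K9 antibody quantified product after a 2 h room-temperature reaction containing 500 nM biotinylated H3K9 peptide, 20 µM SAM and 20 nM enzyme, which had been preincubated 15 min with compound.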
PI4K2A block – blocks human PI4K2A kinase activity; Q9BTU6; purified PI4K2A, ADP-Glo luminescence, 1 h; hits give low values; activity change, negative = inhibition, % at 76.9 µM; 420,000 compounds, 0.13% hits; AID 1346378; in the data active means activity change below about -50%; inconclusive means mostly about -30% to -49%;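 further: -100% = wells without enzyme as full effect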
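PI4K2A activity was measured by ADP-Glo luminescence: enzyme (4 ug/mL stock) and phosphatidylinositol (1.2 mM stock) in Tris pH 7.5/MgCl2/EGTA/Triton X-100 buffer were reacted with ATP (300 microM stock) for one hour at ambient temperature.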
Pin1 inhibitor – blocks the human prolyl isomerase Pin1; Pin1 FP peptide displacement, HiFluor488, 10 min; Potency, µM (titrated, usually from 115 µM), for inactives: at the top dose activity, negative = inhibition, usual class: inhibitors; 390,000 compounds, 0.009% hits; AID 504891; Q13526; active means well fitted inhibition curve with a large enough effect in the polarisation, with a control signal flat, not every such curve was filed as active; inconclusive means small, poorly fitted or top-dose-only effect, or effect the other way, or a change in a side signal; inactive means no such curve, though single readings can be large or run the other way; the % refers to the polarisation; further: potency means the concentration at half of the fitted maximal effect; on the % scale 0 is the no-effect control and ±100 the full control effect
GLS inh – blocks human kidney-isoform glutaminase activity; O94925; GLS enzymatic activity, qHTS titration; Potency, µM (highest dose often 45.5 µM), for inactives: at the highest dose activity change, negative = inhibition, actives largely listed as inhibitors; 410,000 compounds, 0.21% hits; AID 624170; further: potency means the concentration at half of the fitted maximal effect; on the % scale 0 is the no-effect control and ±100 the full control effect
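hKGA; 45 mM KH2PO4 pH 8.2 + 0.02% Tween-20; cpd via pin tool; 1 mM Gln soln; GluOx/HRP/Amplex Red; RT 30 min; fluor. t0 & final.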
ERG-DNA inh – ERG Ets/DNA interaction inhibition; fluorescence polarization, His-ERG Ets domain / labelled DNA; Potency, µM (doses to about 76.9 µM), inactives show top-dose FP activity, negative = inhibition, most hits filed as inhibitors; 370,000 compounds, 0.028% hits; active means well fitted inhibition curve with a large enough effect in the polarisation, with a control signal flat; inconclusive means small, poorly fitted or top-dose-only effect, or effect the other way, or a change in a side signal; inactive means no such curve, though single readings can be large or run the other way; the % refers to the polarisation;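 further: polarization taken with two DNA probes labelled with fluorescein and Texas red; potency means the concentration at half of the fitted maximal effect; % of control where 0% means no effect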
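His-tagged ERG Ets domain (1 uM in the protein solution; 300mM KCl, 50mM Tris-HCl, 1mM EDTA, 1mM DTT, pH 7.5) received compound, then a probe mix of 5 nM fluorescein-DNA and 100nM Texas-615-DNA. Fluorescence polarization was read for both dyes.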
Starred values were filed as active, the others as inactive; i = inactive; ? = inconclusive; · = no result given; & = joins results of further samples; ! = not active in a repeat; [ ] = dose if it differs, or a comment. Unless noted, the call rests on the fitted dose curve; in most records, active means well fitted curve in the direction sought with a large enough effect; inconclusive means small, poorly fitted or top-dose-only effect, or another doubt; inactive means no such curve, though single readings can be large; an effect the other way counts as inactive or inconclusive. Not a hit list; 11% or so of the library scored in one or more.

SMILES	BAZ2B block	HP1b chromo inh	PGK inhibitor	JMJD2A Tudor	G9a inh	PI4K2A block	Pin1 inhibitor	GLS inh	ERG-DNA inh
CCc1ccc(CN(C)C(=O)CCc2nnc(COc3ccccc3)o2)cc1	0%	24%	-9%	-8%	6%	-3	-1%	1%	-4%
CC(C)n1nc(C(=O)Oc2cccc(Cl)c2Cl)c2ccccc2c1=O	25%	72%[activator]	-8%	26%	11%[59 µM]	-2	2%	13%	-5%
Cc1cc(CNC(=O)C2CCC(=O)N(Cc3cccc(C(F)(F)F)c3)C2)no1 (stereo unspecified)	-9%	51%	-2%	8%	69%[activator]	3	22%	-5%	5%
O=C(Nc1c(C(=O)c2ccc(F)cc2)oc2ccccc12)c1cc(-c2ccccc2)on1	-2%	49%[activator]	8%	3%	-19%[59 µM]	0	6%	-15%	-2%
CCc1nc2ccc(C(=O)N(C)CC(=O)Nc3ccc(F)c(F)c3F)cc2nc1CC	11%	23%	-3%	-16%	5%	-5	19%	-2%	7%
Cc1ccc(C)c(S(=O)(=O)N2CCN(C(=O)[C@@H]3CCCN3C(=O)c3cccs3)CC2)c1	-7%	4%	-8%	-12%	15%[12.7 µM]	3	?	6%	3%
O=C(NCc1ccccc1)C(c1ccc(F)cc1)N(C(=O)c1csnn1)c1ccccc1 (stereo unspecified)	11%	-9%	-1%	?	7%	-3	0%	7%	-10%
O=C(COC(=O)c1c(F)cccc1Cl)NC1CCCC1	3%	8%	i	-8%	2%	0	-11%	7%	0%
COC(=O)c1cc(NC(=O)COC(=O)CCc2c[nH]c3ccccc23)cc(C(=O)OC)c1	11%	7%	2%	-17%	-23%	-1	1%	1%	5%
O=C(CSc1nnc(CNc2ccc(F)cc2)o1)OC1CCCCC1	4%	-15%	6%	?	·	1	-4%	-4%	-8%
O=C(/C=C/c1cccs1)N1CCN(c2ccc(F)cc2)CC1	-5%	23%	-9%	-8%	-3%	0	-2%	-2%	9%
CC(C)Cn1c(-c2cccs2)nc2nc3ccccc3nc21	44%[activator]	88%[activator]	3%	40%[activator]	64%[activator][59 µM]	9	4%	9%	-3%
Cc1[nH]c(-c2ccc(F)cc2)cc1C(=O)N1CCN(c2ccccc2F)CC1	?	?	-9%	?	71µM*	6	8%	-31%	?
CCCOc1cccc(C2C(C(=O)c3cc4ccccc4o3)=C(O)C(=O)N2c2cc(C)on2)c1 (stereo unspecified)	?	-5%[57 µM]	10%	?	-2%[0.501 µM]	2	-11%	6%	14%
O=S(=O)(CCc1ccncc1)Cc1ccc2c3c(cccc13)CC2	-3%	25%	-9%	-4%	50µM*	0	2%	0%	-2%
CCOc1ccc(NC(=O)[C@@H]2CCCN2C(=O)c2cccs2)cc1S(=O)(=O)N1CCCCC1	-14%	-12%	-6%	-17%	-46%[59 µM]	0	-8%	2%	-9%
O=C(NCC(c1ccco1)N1CCc2ccccc21)c1c(F)cccc1F (stereo unspecified)	?	6%	0%	-6%	13%[2.33 µM]	0	-3%	4%	-8%
CC1=C(C(=O)Nc2ccc(F)cc2)C(c2ccncc2)C2=C(CCCC2=O)N1 (stereo unspecified)	11%	31%	-7%	9%[57.1 µM]	-11%[59 µM]	-3	6%	21%	-8%
CC(=O)c1cccc(NC(=O)N2CCCC2C(=O)NCc2ccc(C)cc2)c1 (stereo unspecified)	4%	32%	-5%	-6%	3%[59 µM]	6	2%	1%	2%
COc1ccc(OC)c(C(=O)NC(CC(N)=O)c2ccc(N3CCCCCC3)c([N+](=O)[O-])c2)c1 (stereo unspecified)	50µM*	-6%	3%	?	?	-1	-1%	2%	3%
C[N+](C)(CCCCCC[N+](C)(C)CCCN1C(=O)c2cccc3cccc(c23)C1=O)CCCN1C(=O)c2cccc3cccc(c23)C1=O	-6%	23%	-1%	-17%	22µM*!	-7&-1	-7%	-1%	6%
C=CCNC(=O)c1ccc(-n2cccc2)cc1	-38%	22%	i	-19%	0%	0	1%	-4%	3%
O=C(c1ccccc1)N(NC(=O)C(O)(c1ccccc1)c1ccccc1)c1cccc(F)c1	0%	1%	-10%	-6%	16%[59 µM]	2	?	0%	-9%
O=S(=O)(c1ccc(Cl)cc1)n1ccc(-c2cccc(OCc3c(F)cccc3Cl)c2)n1	7%	21%	1%	-6%	5%	5	2%	10%	0%
O=C(Nc1ccc(N2CCOCC2)nc1)c1c(F)cccc1F	-14%	17%	13%	3%	17%	1	-3%	0%	-2%
CCOc1cc(-c2nc(-c3ccccc3OC)no2)cc(OCC)c1OCC	6%	71%[activator]	-6%	19%	14%[59 µM]	4	0%	-7%	-10%
COc1ccc(CNC(=O)C(C)N2C(=O)NC3(CCCCCCC3)C2=O)cc1 (stereo unspecified)	10%	20%	-3%	-15%	1%	-5	-3%	3%	0%
Cc1ccccc1NC(=O)CSC(N)=O	-16%	38%	-8%	-4%	?	-10	1%	19%	-6%
Cn1c(=O)c2c(nc(NCc3ccccc3)n2Cc2ccccc2Cl)n(C)c1=O	-2%	27%	4%	-9%	-3%[59 µM]	-8	-3%	-2%	-4%
Cc1ccc(-c2n[nH]c3c2C(c2ccccc2)N(c2ccc(C(=O)O)cc2)C3=O)cc1 (stereo unspecified)	-4%	-6%	-1%	-23%	-33%	-5	-14%	13%	9%
COc1ccc(NC(=S)N2CCN(Cc3cccc(F)c3)CC2)c(OC)c1	?	8%	1%	-8%[57.1 µM]	·	1	2%	2%	2%
COc1cc(CC(=O)OCC(=O)NC2CCCCC2C)cc(OC)c1OC (stereo unspecified)	9%	44%[activator]	1%	-6%	17%[59 µM]	-2	-7%	12%	-7%
CCOc1cc(C(=O)Nc2cc3c(cc2N2CCOCC2)n(C)c(=O)n3C)cc(OCC)c1OCC	-33%&-10%	17%&23%	-2%	25µM*!	14%	-1&2	-3%&-6%	10%&18%	-3%&-4%
Cc1c(C(=O)Nc2ccc(-c3nc4cc(Cl)ccc4o3)cc2)oc2ccccc12	3%	23%	-10%	-8%	-35%[59 µM]	2	1%	0%	-1%
Cc1cc(C(=O)Nc2ccccc2C(F)(F)F)no1	-5%	42%[activator]	i	8%	-16%[2.33 µM]	0	-3%	-8%	-5%
CCc1nc(Nc2ccc3c(c2)OCO3)c2oc3ccccc3c2n1	?	23%	-3%	-24%	30%[0.501 µM]	-2	-2%	10%	2%
CC1(C(=O)OCC(=O)Nc2ccc(S(=O)(=O)N3CCOCC3)cc2)CC1(Cl)Cl (stereo unspecified)	·	12%	-4%	-16%	·	-3	1%	-25%	8%
CCSc1sccc1C1C(C#N)=C(N)N(c2cccnc2)C2=C1C(=O)CC(C)(C)C2 (stereo unspecified)	-9%	18%	-5%	-17%	?	0	1%	25%	3%
CN1CCSc2ccc(C(=O)Nc3cccc(F)c3)cc21	-3%	15%	0%	-6%	15%	3	-8%	0%	14%
O=C1CC(c2ccc(Cl)cc2)n2nc(N3C(=O)c4ccccc4C3=O)nc2N1 (stereo unspecified)	79µM*	25%	-12%	?	-33%[59 µM]	3	-2%	4%	-3%
CCCCc1nc2c(C)c(N)cnc2n1Cc1cccc([N+](=O)[O-])c1	-18%	48%[activator]	3%	-19%	-4%	-19	-1%	9%	2%
CCOC(=O)C1=C(COC(=O)c2sccc2C)NC(=O)NC1C (stereo unspecified)	10%	17%	1%	-11%	-11%[12.7 µM]	3	4%	2%	-10%
O=C(OCC(=O)c1c[nH]c2ccccc12)c1ccc([N+](=O)[O-])s1	?	?	-3%	?	45µM*	0	-16%	1%	?
Cc1cccc(-c2noc(CN(C)C(=O)c3ccoc3C)n2)c1	-13%	-3%	-9%	-22%	-8%	-4	-10%	7%	4%
N/C(=N\OC(=O)C1CC1)c1ccc([N+](=O)[O-])s1	-7%	12%	-5%	-8%	·	-2	-1%	-10%	0%
Cc1ccc(Cl)cc1NC(=O)C(=O)N1CCCCC1	-2%	17%	i	-9%	-18%	5	-2%	-3%	-16%
COc1cccc(COc2ccccc2C2Nc3ccc(Br)cc3C(=O)N2NC(=O)c2ccncc2)c1 (stereo unspecified)	-3%	33%	-11%	-18%	-5%	-3	4%	-2%	-3%
Cn1cc([N+](=O)[O-])c(C(=O)NC2CCCC2)n1	-17%	41%[activator]	-2%	-5%	9%	1	3%	2%	2%
CC(C)(C)c1ccc(OCCC(=O)NCCc2ccc(S(N)(=O)=O)cc2)cc1	-6%	33%	-5%	-5%	?	-1	0%	-2%	0%
CC1CCN(c2c(NCc3ccc(C(=O)NCC4COc5ccccc5O4)cc3)c(=O)c2=O)CC1 (stereo unspecified)	·	19%	-1%	-20%	·	0	1%	14%	-3%
